# Screens (PubChem BioAssay)
# OXTR agonist: human OXTR agonists, primary screen, fluorescence, CHO-OTR cells, Fluo-8 calcium; Oxytocin receptor (Homo sapiens), P30559; Fluo-8 calcium fluorescence; normalized: DMSO 0%, oxytocin 100%; activation, % at 3 µM; 320,000 compounds, 0.32% hits; AID 2435, 2010;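 active = activation above the mean of all tested compounds plus 3 SD, cutoff set per screening run, cut at about 20% in these data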;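 note: peak over basal fluorescence ratio from a 100 s FLIPR kinetic read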
# V1R ag counter: agonists of human V1a receptor, primary screen, counter-screen for OXTR agonist project, fluorescence, CHO-V1R cells; Fluo-8 calcium fluorescence, agonist mode; 0% DMSO, 100% 3 nM vasopressin; activation, % at 3 µM; 320,000 compounds, 0.25% hits; AID 2797, 2010;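 active = activation above the mean activation of all tested compounds plus 3 SD, per screening run, cut at about 20% in these data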;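 note: signal is peak over basal fluorescence ratio across a 100 second FLIPR read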
# Target sequence (P37288 whole entry, looked up): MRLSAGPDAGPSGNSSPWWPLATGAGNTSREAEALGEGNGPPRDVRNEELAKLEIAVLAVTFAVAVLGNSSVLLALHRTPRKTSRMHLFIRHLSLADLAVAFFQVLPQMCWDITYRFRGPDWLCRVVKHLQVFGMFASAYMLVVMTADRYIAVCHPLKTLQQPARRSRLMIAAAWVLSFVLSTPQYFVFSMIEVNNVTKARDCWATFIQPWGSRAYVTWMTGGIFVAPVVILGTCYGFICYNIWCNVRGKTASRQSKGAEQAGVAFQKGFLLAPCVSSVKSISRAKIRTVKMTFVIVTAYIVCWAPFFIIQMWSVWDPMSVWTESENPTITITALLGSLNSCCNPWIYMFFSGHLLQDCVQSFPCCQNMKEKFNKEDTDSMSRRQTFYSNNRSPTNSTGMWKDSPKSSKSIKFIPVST
# GalR3 antagonist: GalR3 antagonists in HEK293 cells, primary screen, cell-based, fluorescence readout; HEK293 GalR3-CNG cAMP membrane potential fluorescence; galR3 body fused to GalR1 C-terminus; 360,000 compounds, 0.44% hits; Galanin receptor type 3 (Homo sapiens), O60755; inhibition, % at 3 µM;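 active = inhibition above the screen-wide average plus 3 SD, cut at about 13% in these data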;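 note: forskolin and galanin both at EC90 stimulate the cells; cAMP rise reported by CNG channel membrane potential dye signal; 0% = forskolin plus galanin with DMSO and 100% = forskolin alone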
# Target sequence (O60755 1-299 limits assumed): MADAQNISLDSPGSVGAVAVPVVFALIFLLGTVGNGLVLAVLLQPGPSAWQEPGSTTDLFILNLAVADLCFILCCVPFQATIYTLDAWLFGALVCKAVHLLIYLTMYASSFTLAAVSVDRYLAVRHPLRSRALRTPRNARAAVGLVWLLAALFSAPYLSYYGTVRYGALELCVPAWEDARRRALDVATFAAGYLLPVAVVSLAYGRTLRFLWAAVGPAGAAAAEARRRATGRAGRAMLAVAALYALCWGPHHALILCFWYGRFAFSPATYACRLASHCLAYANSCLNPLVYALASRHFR
# Starred values were filed as active, the others as inactive.
Molecule,OXTR agonist,V1R ag counter,GalR3 antagonist
O=C(Oc1ccccc1F)c1ccc2c(=O)n3c(nc2c1)CCC3,2.3,3.2,-1
O=C(NC1CC1)c1cc(-c2ccc(Br)cc2)nc2ccccc12,-2.0,-0.7,-6
Cc1ccc(C(=O)N[C@H](C(=O)NC2CCCCCCC2)C(C)C)cc1,-0.1,0.2,-1
Cc1ccc(/C=C/C(=O)OC(C)C(=O)NC2CCCCC2C)o1 (stereo not drawn),-1.6,-0.5,-4
O=C1CC(c2ccc(O)cc2)Oc2ccccc21 (stereo not drawn),1.1,1.5,-6
Cc1ccc(C(=O)NCC(=O)OCC(=O)Nc2ccc(Cl)cn2)cc1,-1.1,0.3,-3
CC(=O)c1cccc(NC(=O)CSc2n[nH]c(-c3ccncc3)n2)c1,-0.3,0.6,-6
COc1ccc2nc(SCC(=O)N(C)C3CCCCC3)[nH]c2c1,-1.4,1.1,-6
O=C(NCC(c1ccc(F)cc1)N1CCOCC1)c1nn(-c2ccccc2)c(=O)c2ccccc12 (stereo not drawn),-0.4,0.5,-6
Cc1cc(C)c(S(=O)(=O)NCC(c2ccco2)N2CCc3ccccc3C2)c(C)c1 (stereo not drawn),-1.3,0.1,-3
COc1ccc(CC(=O)NCCS(=O)(=O)N2CCN(c3ccccc3OC)CC2)cc1,-1.2,0.9,-3
CN(C)c1ccc(C(=O)OCC(=O)c2ccc[nH]2)cc1,6.3,3.8,-5

# An excerpt from above in order of length of the SMILES, largest number first.
Molecule,OXTR agonist,V1R ag counter,GalR3 antagonist
O=C(NCC(c1ccc(F)cc1)N1CCOCC1)c1nn(-c2ccccc2)c(=O)c2ccccc12 (stereo not drawn),-0.4,0.5,-6
Cc1cc(C)c(S(=O)(=O)NCC(c2ccco2)N2CCc3ccccc3C2)c(C)c1 (stereo not drawn),-1.3,0.1,-3
Cc1ccc(C(=O)N[C@H](C(=O)NC2CCCCCCC2)C(C)C)cc1,-0.1,0.2,-1

# Additional records follow.
Molecule,OXTR agonist,V1R ag counter,GalR3 antagonist
CC(=O)c1c(C)[nH]c(C(=O)Nc2cccc(S(=O)(=O)N3CCCCC3)c2)c1C,10,11,-2
O=C(COC(=O)c1c(Cl)ccc(Cl)c1Cl)NCC1CCCO1 (stereo not drawn),-0.6,0.8,-6
C=CCN1C(=O)c2ccc(C(=O)N3CCN(S(=O)(=O)c4ccc(C(C)C)cc4)CC3)cc2C1=O,-0.8,-0.5,3
O=C(COC(=O)c1cccnc1Cl)NC(=O)c1ccc(OC(F)F)cc1,3.7,2.2,-4
CCOc1ccc(NC(=O)c2ccc(NC(=O)COC(=O)c3ccc(NC(=O)CC#N)cc3)cc2)cc1,0.7,-0.8,-3
Cc1[nH][nH]c(=O)c1C,0.4,0.5,1
CCCNC(=O)c1ccc(N2CCC3(CC2)CC(c2cccc(Br)c2)=NO3)c(NC(=O)c2ccccc2)c1,0.9,0.8,3
CC1(c2nnc(Cc3ccccc3)o2)CC(c2cccc(F)c2)=NO1 (stereo not drawn),0.0,0.8,-1
Cc1ccc(NC(=O)CSc2nc(N)cc(=O)[nH]2)cc1S(=O)(=O)N1CCCCCC1,0.6,-1.0,-3
CCOc1ncccc1C(=O)OCC(=O)N(CC(C)C)c1c(N)n(Cc2ccccc2)c(=O)[nH]c1=O,-1.2,-1.2,2
COc1ccc(NC(=O)CN(C)C(=O)C2CCCO2)cc1 (stereo not drawn),0.3,1.1,-4
COc1ccc(OCCCC(=O)Nc2cc(Cl)ccc2-n2cncn2)cc1,-0.1,0.3,-6
O=C(Cn1cc(Br)ccc1=O)Nc1ccc2c(c1)OCO2,1.1,0.1,-2
CC(C)CCNC(=O)C(=O)Nc1ccc2c(c1)N(S(=O)(=O)c1cccs1)CCC2,2.8,3.1,-5
CC1(C)CC(=O)C=C(c2cccc(Br)c2)C1,-1.8,-1.9,-8
NC(=O)C1CCN(c2nc(-c3cccc(Cl)c3)cs2)CC1,1.5,2.0,-3
O=C(CSC1=NS(=O)(=O)c2cc(Cl)ccc2N1)NCc1ccccc1,-0.3,-0.5,-4
O=C(COc1coc(CN2CCN(c3ccccc3F)CC2)cc1=O)Nc1ccccc1,0.7,0.3,-1
Cn1c(CO)nc2c3ccccc3ccc21,-0.9,-0.7,-7
O=C(CCC(=O)N1CCN(c2cccc(Cl)c2)CC1)c1cccs1,1.1,3.2,-6
CCN(C(=O)COC(=O)CNC(=O)c1cccc(C)c1)c1c(N)n(Cc2ccccc2)c(=O)[nH]c1=O,0.2,-0.1,-3
CCc1cc(C(=O)Nc2cc(S(=O)(=O)N(CC)CC)ccc2N2CCOCC2)sc1C,-2.1,-1.4,-2
C[C@@]12C(=O)N(c3ccc(Br)cc3)C(=O)N1[C@@H]1c3ccccc3OC[C@@H]1[C@H]2c1ccccc1,-0.4,2.0,-1
CC(Sc1nnnn1C)C(=O)Nc1nc(-c2ccc(F)c(F)c2)cs1 (stereo not drawn),14,9.5,5
CSCCC(NS(=O)(=O)c1ccccc1)C(=O)OCc1nc2ccsc2c(=O)[nH]1 (stereo not drawn),0.7,-0.8,1
CC1CC1C(=O)N(C)CC(=O)Nc1cccc(F)c1 (stereo not drawn),0.8,0.4,-2
CC(OC(=O)c1cc(=O)[nH]c2ccccc12)C(=O)Nc1ccc(Cl)cn1 (stereo not drawn),-1.5,-0.5,-7
O=C(NCCN1CCOCC1)c1cccc(S(=O)(=O)Nc2ccc(Br)cc2)c1,0.3,0.8,-6
CC(C(=O)Nc1ccc(S(=O)(=O)N2CCCC2)cc1)N(C)CC(=O)Nc1cccc(F)c1 (stereo not drawn),3.5,6.9,-3
CCCn1c(SC(C)C(=O)NC2CC2)nnc1-c1ccncc1 (stereo not drawn),2.0,0.3,0
O=C(COc1ccc(Br)cc1)NCCCN1CCCC1=O,0.9,0.9,-6
CN(C(=O)COC(=O)C1CCN(S(=O)(=O)c2c(Cl)cccc2Cl)CC1)C1CCCCC1,5.8,5.0,-4
CC(C)CNC(=O)C(=O)Nc1ccc2c(c1)N(S(=O)(=O)c1cccs1)CCC2,-1.1,0.4,-3
Cc1ccc(C2=NCCn3c2c2ccc(C(F)(F)F)cc2[n+]3[O-])cc1,-0.8,-0.2,-1
O=C(NCC(c1cccs1)N1CCOCC1)c1ccc(Cl)cc1 (stereo not drawn),-0.8,-0.3,-6
O=C1CC2(CCN(C(=O)COc3ccc(F)cc3)CC2)Oc2ccccc21,0.7,0.4,-4

# Rewritten with values under each structure: part of the list above.
# Fields – OXTR agonist	V1R ag counter	GalR3 antagonist
> CC(C)CNC(=O)C(=O)Nc1ccc2c(c1)N(S(=O)(=O)c1cccs1)CCC2
 : -1.1	0.4	-3
> CSCCC(NS(=O)(=O)c1ccccc1)C(=O)OCc1nc2ccsc2c(=O)[nH]1 (stereo not drawn)
 : 0.7	-0.8	1
> O=C(NCC(c1cccs1)N1CCOCC1)c1ccc(Cl)cc1 (stereo not drawn)
 : -0.8	-0.3	-6

# Other structures.
Molecule,OXTR agonist,V1R ag counter,GalR3 antagonist
CCCCCCCCC1CC(C(=O)Nc2ccccc2)C(=O)O1 (stereo not drawn),-1.4,-0.1,-4
O=C(NCCCc1ccccc1)c1ccc(-n2cncn2)c([N+](=O)[O-])c1,0.2,0.5,1
Cc1c(C(=O)OCC(=O)Nc2ccc(N3CCOCC3)cc2)oc2ccccc12,0.0,1.4,-1
O=C(c1ccco1)N1N=C(c2ccco2)CC1c1ccc(Cl)cc1Cl (stereo not drawn),-0.8,0.1,-6
Cc1ccc2c(CC(=O)NNC(=O)c3ccncc3)coc2c1,-0.9,0.7,0
COc1ccc(C)cc1NC(=O)c1cc(S(=O)(=O)N2CCCCC2)ccc1N1CCOCC1,-1.9,0.5,5
COc1ccc(NC(=O)C(=O)NCC2CCCN2S(=O)(=O)c2cc(C)ccc2C)cc1 (stereo not drawn),-1.8,0.6,-1
COc1ccc(NC(=O)c2ccc(S(=O)(=O)N3CC(C)OC(C)C3)cc2)cc1 (stereo not drawn),1.5,1.8,-1
O=C(COc1coc(CN2CCCc3ccccc32)cc1=O)Nc1ccccc1,1.5,1.1,-3
CS(=O)(=O)c1ccc(NS(=O)(=O)c2ccc(Cl)c(C(=O)NCc3ccco3)c2)cc1,-0.2,0.3,-5
CC(C)(C)[C@H]1COC(=O)[C@@H](Cc2ccc(F)cc2)CC/C=C/C[C@@H](CC(=O)N[C@@H](CO)Cc2ccccc2)C(=O)N1,-0.1,0.2,-7
O=c1cc(NC2CCCCC2)[nH]c(=O)[nH]1,-0.5,0.0,1
CCN(CC(=O)Nc1ccc(NC(C)=O)cc1)C(=O)c1cc(-c2ccccc2)nn1-c1ccccc1,-0.2,-0.1,-3
NS(=O)(=O)c1ccc(CCNC(=O)c2ccc3c(=O)n4c(nc3c2)CCCCC4)cc1,2.3,1.4,-3
CCN(CC(=O)Nc1c(F)cccc1F)C(=O)c1ccc(S(=O)(=O)NCc2ccco2)cc1,-0.7,-1.0,-3
O=C(CN1CCN(S(=O)(=O)c2ccccc2)CC1)Nc1ccc(Cl)c([N+](=O)[O-])c1,10,11,-4
C=CCC[C@@H](Cc1ccc(F)cc1)C(=O)OC[C@@H](Cc1ccccc1)NC(=O)[C@H](CC=C)CC(=O)NCCO,1.4,5.2,-7
CN(CC(=O)Nc1ccc(F)c(F)c1F)C(=O)CCc1nc2sc3c(c2c(=O)[nH]1)CCCC3,0.1,-0.6,3
CCN(c1ccccc1)S(=O)(=O)c1ccc(OC)c(NC(=O)C2CCC2)c1,-1.6,-0.1,-8
CC(C)(C)[C@@H]1COC(=O)[C@H](Cc2ccc(F)cc2)C/C=C\C[C@@H](CC(=O)NCCO)C(=O)N1,0.9,0.6,-4
COc1cccc(/C=C/C(=O)NNC(=O)c2ccccc2)c1OC,1.4,2.2,2
O=C(Nc1ccccc1)c1cc([N+](=O)[O-])ccc1N1CCCCC1,-2.1,-1.8,-6
CC(C)CC1NC(=O)N(CC(=O)Nc2cc([N+](=O)[O-])ccc2F)C1=O (stereo not drawn),1.1,0.7,-4
CCC1(c2ccccc2)NC(=O)N(CC(=O)Nc2cc(S(=O)(=O)N3CCCCC3)ccc2OC(C)C)C1=O (stereo not drawn),1.4,0.6,-5
C=CCN1C(=O)c2ccc(C(=O)N3CCN(S(=O)(=O)c4cc(C)ccc4C)CC3)cc2C1=O,-2.3,-1.3,-3
CN(C(=O)c1cccc(NC(=O)C2CCN(C(=O)OC(C)(C)C)CC2)c1)C1CCC1,0.3,1.8,-4
Cc1cc(C)n(CC(=O)NNC(=O)COc2ccc(F)cc2Br)n1,1.5,0.7,-3
C=CCNC(=O)Cc1ccc(S(=O)(=O)N2CCOCC2)s1,0.8,-0.1,-1
Cc1cc(C)c(NC(=O)CNC(=O)c2ccc3c(=O)n4c(nc3c2)CCC4)c(C)c1,-0.1,-0.2,-8
Cc1cc(C(=O)NN=C2CCCCCCC2)c2ccccc2n1,-0.8,-0.1,-6
O=C(Nc1ccc(N2CCOCC2)cc1)c1ccc2ncsc2c1,0.6,1.0,-4
COc1ccc(NC(=O)Cn2nc(C(=O)O)c3ccccc3c2=O)cc1S(=O)(=O)N1CCCCC1,0.5,0.9,-7
CC(=O)NCCc1ccc(C(=O)CSc2nnc(C3CC3)n2C2CC2)cc1,0.8,-0.1,-5
Cc1cc(Br)c(OCc2ccc(C(=O)N/N=C/c3ccc[nH]3)cc2)c(Br)c1,-1.0,1.9,61*
COc1ccc(NC(=O)COC(=O)CNS(=O)(=O)/C=C/c2ccccc2)cc1OC,-0.4,0.0,-3
O=[N+]([O-])c1ccc(Cc2ccccn2)c([N+](=O)[O-])c1,-1.1,-0.8,-5
CC1CN(C(=O)c2cc(Br)c(Br)s2)CC(C)O1 (stereo not drawn),-1.7,-0.4,-1
COc1ccc(S(=O)(=O)N2CCCCCC2)cc1C(=O)OCc1cccc(OC)c1OC,-0.1,-0.3,-4
Cn1c(SCC(=O)NCC2CCCO2)ncc(C(=O)Nc2ccc(Cl)cc2)c1=O (stereo not drawn),3.0,1.8,-5
COc1cccc(NC(=O)CN(C)C(=O)C2CC3C=CC2C3)c1 (stereo not drawn),1.3,1.9,-8
OC(c1ccccc1)c1ccncc1 (stereo not drawn),0.2,-0.4,4
CNC[C@@H]1Oc2c(NS(C)(=O)=O)cccc2C(=O)N([C@@H](C)CO)C[C@H]1C,2.5,1.4,0
Cc1ccc(NC(=O)CCNC(=O)c2ccc(Br)cc2)cc1S(=O)(=O)N1CCCCCC1,-1.2,-0.7,-3
O=C(c1ccccc1)N(C(=O)c1ccccc1)c1ncnc2c1C(c1ccccc1)c1c(ccc3ccccc13)O2 (stereo not drawn),0.1,0.3,-3
COc1ccc(NC(=O)COC(=O)CCc2nc3ccccc3c(=O)[nH]2)c(OC)c1,0.1,0.3,-2
CC(=O)Nc1ccc(S(=O)(=O)NCCC(=O)N2CCN(C(c3ccccc3)c3ccccc3)CC2)cc1,0.1,0.8,-4
CCN(CC(=O)NCC(=O)Nc1ccc(Br)cc1C)Cc1ccccc1,-1.1,-0.7,-3

# This is a subset. The share of hits here may be higher or lower than overall.
